Rab9 prom act: Rab9 promoter activation. AID 485297. Potency, µM (series often up to 9.22 µM), without a hit: top-dose activation, negative = inhibition, hits mostly activators. 320,000 tested, 2.8% active. Huh7 Rab9 promoter-luciferase reporter, luminescence, 24 h; note: potency is the fitted concentration of half-maximal effect; % of control where 0% means no effect; nearly all actives have a fitted effect of over 60% in size
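Huh7 cells stably carrying a Rab9 promoter-luciferase reporter, 1500 cells per well in OP-MEM I with 10% FBS, treated with compound 24 hours at 37C. Luciferase activity read by luminescence after 10 minutes with Amplite reagent.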
Giardia kill: kills Giardia lamblia; Giardia lamblia trophozoite viability; activity change, % at 7.66 µM, hits read low; 340,000 tested, 0.15% active; AID 540267; in the data active = activity change below about -80%; inconclusive = between about -30% and that limit;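 note: parasites exposed to compound for two days anaerobically before the ATP read; % is set by controls: 0 for no effect and ±100 for the full control effect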
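Luminescent ATP signal served as the viability read-out, measured 15-30 min after adding ATP detection reagent to trophozoites that had been incubated with compounds for 48 hrs at 37 deg C anaerobically at 100 cells/well.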
BRCA1 expr up: activators of BRCA1 expression; MCF7-BRCA1-FFLuc reporter, luminescence, 48 h; response scale: scaled: vehicle 0%, 10 µM genistein 100%; Potency, µM (doses to about 46.1 µM), without a hit: at the highest dose activation, most hits filed as activators; 380,000 tested, 1.1% active; AID 624202; note: potency is the fitted concentration of half-maximal effect; nearly all actives have a fitted effect of over 80% in size; some results filed as inactive show a strong effect at the top dose
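MCF7 cells carrying a BRCA1-firefly luciferase reporter (2000 cells/well, phenol-red free MEM) were attached for 2 h at 37 °C, then given compounds for 48 h. Luminescence was read 15 min after luciferase reagent; activity normalized to genistein (10 microM) and DMSO.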
PKM2 activator: PKM2 (human) enzyme activation | purified PKM2, Kinase-Glo ATP luminescence, activation; response scale: 0% is enzyme alone, no compound | AID 1631 | P14618 | Potency, µM (series often up to 57.5 µM), for the others: at the top dose activation, hits mostly activators | 260,000 tested, 0.34% active; note: potency is the fitted concentration of half-maximal effect; % is set by controls: 0 for no effect and ±100 for the full control effect; nearly all actives have a fitted effect of over 55% in size
Target sequence (P14618 whole entry, looked up): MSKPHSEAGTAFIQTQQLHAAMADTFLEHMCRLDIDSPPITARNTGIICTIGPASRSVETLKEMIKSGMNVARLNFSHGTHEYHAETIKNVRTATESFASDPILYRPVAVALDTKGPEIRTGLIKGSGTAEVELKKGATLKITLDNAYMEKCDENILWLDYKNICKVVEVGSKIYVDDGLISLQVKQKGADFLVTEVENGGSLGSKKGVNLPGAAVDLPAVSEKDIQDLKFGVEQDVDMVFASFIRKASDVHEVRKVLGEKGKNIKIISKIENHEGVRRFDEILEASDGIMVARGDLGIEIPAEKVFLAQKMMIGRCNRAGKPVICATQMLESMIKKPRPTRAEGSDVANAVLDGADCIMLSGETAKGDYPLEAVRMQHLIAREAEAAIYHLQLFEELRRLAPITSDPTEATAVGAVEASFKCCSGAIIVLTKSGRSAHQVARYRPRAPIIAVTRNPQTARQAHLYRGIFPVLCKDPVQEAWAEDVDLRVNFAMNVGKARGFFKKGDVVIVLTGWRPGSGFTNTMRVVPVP
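Purified hPK-M2 (>95%) run at intermediate activity with 0.1 mM ADP and 0.5 mM PEP in 50 mM imidazole pH 7.2, KCl, MgCl2; 1 h room temperature. ATP formed read by Kinase-Glo luminescence; normalized to uninhibited and no-enzyme controls.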
ELG1 genotox: induces genotoxicity in HEK293T cells with luciferase-tagged ELG1. HEK293T ELG1-luciferase reporter, luminescence, 16 h. Potency, µM (titrated, usually from 46 µM), inactives show at the highest dose activity change, positive = activation, usual class: activators. 330,000 tested, 1.3% active. AID 504466; note: potency is the fitted concentration of half-maximal effect; % of control where 0% means no effect; nearly all actives have a fitted effect of over 60% in size
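Screening used a luciferase reporter fused to human ELG1 in HEK293T cells. Luminescence was read on a CCD plate imager after 16 hr exposure and 30 min ONE-Glo incubation.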
RORg inh: blocks mouse ROR gamma transcriptional activity; 310,000 tested, 5.4% active; Potency, µM (top dose mostly 53.6 µM), for the others: top-dose activity change, negative = inhibition, actives largely listed as inhibitors; P51450; Drosophila S2 Gal4-RORgamma UAS-luciferase reporter, 20 h; AID 2551; note: potency is the fitted concentration of half-maximal effect; % is set by controls: 0 for no effect and ±100 for the full control effect; nearly all actives have a fitted effect of over 60% in size
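Drosophila S2 cells stably expressing Gal4-DBD/mouse RORγ fusion under metallothionein promoter plus UAS-luciferase; compound 1 h, then 700 uM CuSO4 induction for 20 h at ambient temperature; inhibition read as reduced luminescence.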
VP16 counter: inhibits Gal4-VP16 luciferase reporter, ROR gamma counter-screen | Drosophila S2 Gal4-VP16 UAS-luciferase, luminescence, 20 h | Potency, µM (top dose mostly 53.6 µM), inactives show top-dose activity, negative = inhibition, actives largely listed as inhibitors | 310,000 tested, 3.5% active | AID 2546;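 note: Gal4-VP16 expression switched on by copper sulfate through the metallothionein promoter; potency is the fitted concentration of half-maximal effect; % is set by controls: 0 for no effect and ±100 for the full control effect; nearly all actives have a fitted effect of over 50% in size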
NPC1 promoter act: activates the NPC1 promoter. Huh7 NPC1 promoter luciferase reporter, 24 h. Potency, µM (highest dose often 9.22 µM), without a hit: at the highest dose activation, hits mostly activators. 320,000 tested, 2.4% active. AID 485313;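 note: potency is the fitted concentration of half-maximal effect; % of control where 0% means no effect; nearly all actives have a fitted effect of over 60% in size; reporter is driven by a mutant NPC1 promoter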
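Luciferase expression driven by the NPC1 promoter was measured in stably transfected Huh7 cells after a 24 h compound incubation, using a luciferase reagent and a luminescence read.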
p53 reactivator: restores transcriptional activity of mutant p53; H1299 p53-A138V BP100-luciferase reporter, luminescence, 24 h; Potency, µM (highest dose often 92.2 µM), without a hit: at the highest dose activity change, positive = activation, most hits filed as activators; 320,000 tested, 0.063% active; AID 504706; note: potency is the fitted concentration of half-maximal effect; % of control where 0% means no effect; nearly all actives have a fitted effect of over 45% in size
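p53-null H1299 cells stably carrying temperature-sensitive p53-A138V and a BP100-luciferase reporter were pinned with compounds (4-point, 1:5 series) and held 24 hrs at 37 deg C. Luminescence was read 10 min after detection reagent.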
FLuc counter: firefly luciferase modulation, counter-screen for miR-21 project; purified FLuc, Km substrates, luminescence inhibition; 360,000 tested, 6.9% active; Potency, µM (titrated, usually from 57.5 µM), without a hit: top-dose activity change, negative = inhibition, most hits filed as inhibitors;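 note: potency is the fitted concentration of half-maximal effect; plate controls were vehicle for no effect and reference inhibitor for full effect; nearly all actives have a fitted effect of over 55% in size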
Target sequence (P08659 whole entry, looked up): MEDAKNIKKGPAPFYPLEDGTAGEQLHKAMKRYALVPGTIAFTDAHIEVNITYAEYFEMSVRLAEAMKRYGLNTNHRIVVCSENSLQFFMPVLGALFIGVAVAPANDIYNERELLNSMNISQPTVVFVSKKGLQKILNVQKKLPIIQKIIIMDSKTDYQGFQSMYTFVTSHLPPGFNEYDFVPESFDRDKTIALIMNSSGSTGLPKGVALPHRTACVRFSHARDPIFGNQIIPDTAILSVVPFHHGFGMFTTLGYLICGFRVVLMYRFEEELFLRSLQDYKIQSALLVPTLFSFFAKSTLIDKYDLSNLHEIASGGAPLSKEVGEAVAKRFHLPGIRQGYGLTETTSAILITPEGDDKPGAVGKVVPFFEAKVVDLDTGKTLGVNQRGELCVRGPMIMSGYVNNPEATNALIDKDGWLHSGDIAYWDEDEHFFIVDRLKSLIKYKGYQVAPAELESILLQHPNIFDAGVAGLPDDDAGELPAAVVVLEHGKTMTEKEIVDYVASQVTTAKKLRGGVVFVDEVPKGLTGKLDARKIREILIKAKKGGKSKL
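Purified P. pyralis luciferase, 10 nM final, with Km-level 10 uM D-luciferin and 10 uM ATP in 50 mM Tris acetate pH 7.5, 10 mM Mg acetate, 0.01% Tween-20, 0.05% BSA; 6-point qHTS titration about 60 µM downward; luminescence read.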
Menin MLL FP TR: inhibitors of human menin-MLL interaction, mutant MLL peptide | O00255 | Menin + Texas Red MLL mutant peptide, fluorescence polarization | Potency, µM (doses to about 61.6 µM), for the others: at the highest dose FP activity change, negative = inhibition, actives largely listed as inhibitors | 270,000 tested, 0.23% active | AID 1768; active = well fitted inhibition curve with a large enough effect in the polarisation, with a control signal flat, not every such curve was filed as active; inconclusive = small, poorly fitted or top-dose-only effect, or effect the other way, or a change in a side signal; inactive = no such curve, though single readings can be large or run the other way; the % refers to the polarisation; note: potency is the fitted concentration of half-maximal effect; % of control where 0% means no effect; many of its hits are not listed in these tables
* marks the source's active call; other numbers are inactive results; ? = inconclusive; nt = not tested or not shown; & = joins results of further samples; [ ] = remark or other dose. Unless noted, calls come from the whole dose curve; as a rule, active = well fitted curve in the direction sought with a large enough effect; inconclusive = small, poorly fitted or top-dose-only effect, or another doubt; inactive = no such curve, though single readings can be large; an effect the other way counts as inactive or inconclusive.

SMILES	Rab9 prom act	Giardia kill	BRCA1 expr up	PKM2 activator	ELG1 genotox	RORg inh	VP16 counter	NPC1 promoter act	p53 reactivator	FLuc counter	Menin MLL FP TR
COCCN(Cc1ccccc1)C(=O)Cc1ccc(OC)c(S(=O)(=O)N2CCOCC2)c1	-1%	10	1%	nt	-1%	nt	nt	-1%	7%	2%	nt
CCC(C(=O)Nc1ncccn1)(C(F)(F)F)C(F)(F)F	-11%	-28	3%	-1%	3%	-18%	4%	0%	-1%	-1%	21%
CC1CC(C)CN(C(=O)CSCC(=O)O)C1 (configuration not stated)	-5%	-14	2%	20%	4%	26%	0%	-7%	1%	-3%	nt
COc1ccc(Cl)cc1C(=O)NCc1ccc2c(c1)OCO2	-2%	2	42%	-12%	-2%	nt	nt	0%	nt	-4%	7%
O=C(COC(=O)/C=C/c1ccc(F)cc1)Nc1ccccc1-c1ccccc1	0%	-5	0%	-7%	1%	-6%[10 µM]	2%	0%	-5%	1%	-6%
O=c1[nH]c2cc3c(cc2cc1CN(Cc1ccccc1)Cc1nnnn1Cc1ccco1)OCCO3	3%	-19	-74%	?	-1%	?	28%	0%	1%	?	21%
Cc1ccccc1COc1ccc(/C=C(\C#N)C(N)=O)cc1	20%	16	38%	0%	11%	-20%	-13%	6%	-1%	0%	4%
Cc1cccc(NC(=O)/C(=C\c2ccco2)NC(=O)c2ccccc2)c1	-2%	6	6%[1.84 µM]	25%	2%	0%	-3%	0%	-2%	-10%	nt
N#Cc1nc(COc2ccc(Cl)cc2)oc1N1CCCC1	6%	-8	-24%	?	-1%	22%	4%	-3%	2%	-11%	0%
C/C(=N\O)C(=O)NCc1ccncc1	3%	-20	-14%	-6%	2%	0%	-12%	-4%	2%	-2%	6%
COc1ccccc1CN1C(=S)SC(C)(C)C1NO (configuration not stated)	-9%	-11	0%	3%	-1%	20%	4%	-2%	0%	8%	-7%
COc1ccc(NC(=O)COc2cc(C)cc(C)c2)cc1S(=O)(=O)N1CCCCC1	-12%	7	-27%	nt	?	nt	nt	-21%	-3%	2%	nt
Cc1nn(CC(=O)NCCc2ccco2)c(=O)c2nn(-c3ccccc3)c(C)c12	-4%	?	8%	nt	1%	12%	-1%	-3%	-7%	3%	-11%
CC(=O)N1CCN=C1SCc1cccc(Cl)c1	-1%	0	-4%	nt	2%	-2%	-3%	1%	1%	-1%	nt
CC(=O)CCC1CC(c2ccc(Cl)cc2)=NO1 (configuration not stated)	1.4µM*	8	?	nt	?	nt	nt	1.1µM*	?	7.6µM*	nt
COc1ccc(Br)cc1/C=N/NC(=O)c1ccc2nc[nH]c2c1	10%	0	3%	nt	1%	-3%	-5%	8%	2%	?	?
CN1C(=O)CSC1=NCC12CC3CC(CC(C3)C1)C2	2%	-4	2%	0%	0%	-2%	-2%	1%	-1%	-1%	nt
Cc1ccccc1N(CC(=O)N1CCCCCC1)S(C)(=O)=O	-3%	-5	4%	2%	1%	5%	4%	-3%	nt	3%	0%
COc1ccccc1/C=C/C1(C(=O)NC2CCCC2)CC(=O)N1c1ccc(F)cc1 (configuration not stated)	-46%[inhibitor]	-5	-81%	21%	-11%	-13%	6%	-20%	-20%	1%	9%
CC(=O)Nc1ccc(NC(=O)C(C)OC(=O)CNC(=O)c2ccc(-c3ccccc3)cc2)cc1 (configuration not stated)	1%	7	17%	nt	16%	nt	nt	9%	0%	?	nt
CCCn1c(SCC(=O)N2CCCCC2)nnc1-c1ccco1	3%	-14	-12%	-3%	-2%	1%	1%	-2%	-1%	1%	-12%
Cc1cc(C(C)(C)C)cc(S(=O)(=O)NCCc2ccncc2)c1C	-2%	-5	-10%	nt	-1%	9%	-10%	-7%	-2%	-2%	3%
COc1ccc(N(Cc2cc(=O)[nH]c3ccccc23)C(=O)C(C)C)cc1	-3%	0	-22%	nt	-2%	32%	4%	1%	-3%	-2%	-9%
C#CCCc1cocc1/C=[N+](\[O-])c1ccc(C(=O)OCC)cc1	9%	15	53%	nt	2%	nt	nt	4%	?	-17%	nt
CN(CCCNC(=O)c1cc2c(Cl)nc3ccccc3c2s1)Cc1ccccc1	1%	5	-2%	-7%	-9%	?	11µM*	-7%	19%	-10%&2%	?

More structures
SMILES	Rab9 prom act	Giardia kill	BRCA1 expr up	PKM2 activator	ELG1 genotox	RORg inh	VP16 counter	NPC1 promoter act	p53 reactivator	FLuc counter	Menin MLL FP TR
Nc1nc(Cl)cc(N2CCCC2)n1	-9%	5	-9%	-2%	4%	-1%	8%	-2%	1%	0%	16%
Brc1ccc(-c2cn3nc4c(nc3n2)CCCC4)cc1	0.28µM*	-12	11%	0%	?	?	?	0.1µM*	?	0.27µM*	nt
O=C(CSS(=O)(=O)O)N1CCN(C(=O)c2ccoc2)CC1	-1%	9	10%	nt	2%	-11%	-6%	0%	1%	4%	-1%
O=c1c2cnn(-c3ccccc3)c2nc(-c2ccco2)n1-c1ccccc1	-3%[1.84 µM]	1	-82%	2%	-20%	?	-15%	-3%	-21%	-8%	-13%
CN(CC1COc2ccccc2O1)C(=S)Nc1ccccc1F (configuration not stated)	-4%	3	13%	-1%	3%	-32%	?	-2%	9%	-5%	21%
CCC(NC(=O)Cc1c(C)c2cc3c(cc2oc1=O)OC(C)(C)CC3)C(=O)O (configuration not stated)	2µM*	3	44%	nt	10%	31%	7%	3.2µM*	?	21µM*	3%
COc1ccc(C(=O)O)cc1NC(=S)NC(=O)C(c1ccccc1)c1ccccc1	0%	6	0%	1%	3%	36%	1%	-3%	2%	-1%	?
COc1ccc(C(=O)Nn2cnc3ccccc3c2=O)cc1[N+](=O)[O-]	1%	15	-5%	nt	0%	-2%	6%	3%	-2%	-5%	5%
COc1ccc(CNC(=O)C(=O)NCC2CCCN2S(=O)(=O)c2ccccc2)cc1 (configuration not stated)	2%	15	-17%	nt	-1%	nt	nt	-1%	0%	0%	nt
CCc1ccc(N=C2NC(=O)/C(=C/c3ccc(OCC(=O)O)c(OC)c3)S2)cc1	0%	-17	-8%	-6%	-1%	?	-15%	-1%	3%	?	31%[activator]
O=C(COc1ncnc2sccc12)N1CCN(c2ccccc2)CC1	1%	4	-18%	4%	2%	24%	23%	-1%	0%	2%	nt
C=COCCn1c(-c2nonc2N)nc2ccccc21	7%	11	-24%	5%	-2%	-34%	-10%	0%	-7%	-3%	-3%
COc1cc(C2C(C#N)=C(N)OC3=C2C(=O)CC(C)(C)C3)c([N+](=O)[O-])cc1OC (configuration not stated)	0%	6	1%	16%	-1%	-3%	0%	-3%	4%	-8%	-8%
CCN(CC)c1ccc(/C=C(\C#N)C(N)=O)cc1	27%	6	?	2%	?	-17%	9%	12%	4%	?	0%
O=C(Nc1cc(N2CCOCC2)ncn1)NC1(C(F)(F)F)Oc2ccccc2O1	0%	-17	-2%	14%	-2%	3%	-16%	-10%	?	-2%	-10%
CCCCN1C(=O)C(=O)N(CC(=O)Nc2sc(C)c(CC)c2C(=O)OCC)C1=O	2%	?	-21%	nt	-1%	nt	nt	-2%	-1%	2%	nt
c1ccc(-n2c(Cc3cn4ccsc4n3)nnc2N2CCOCC2)cc1	-4%	2	-17%	-2%	1%	-16%	0%	-1%	-2%	7%	5%
Cc1nc2ccccc2c(=O)n1/N=C/c1ccccc1F	23%	-5	61%	nt	13%	28%	?	?	?	?	22%
O=C(Oc1ccccc1C(=O)N1CCOCC1)c1ccc(Br)cc1	-7%	8	4%	4%	-2%	24%	6%	-2%	-2%	5%	-6%
COc1ccc(OC)c2[nH]c(=O)c(CCNC(=O)c3ccc(S(=O)(=O)N(C)C)cc3)cc12	0%	11	-6%	-1%	1%	3%	-6%	-6%	4%	7%	-5%
CC1(C)Cc2ccccc2-c2nnc(-c3ccccc3)n21	0%	-13	9%[1.84 µM]	-3%	-7%	1%	-4%	-3%	-1%	-16%	-16%
Cc1ccc(N2CCN(C(=O)CNS(=O)(=O)c3ccc(Br)s3)CC2C)cc1 (configuration not stated)	0%	15	-45%	-4%	-1%	?	-5%	1%	-2%	12%	0%
CCSc1nnc(NC(=O)CSc2nc3c(c(=O)n2-c2ccccc2)SCC3)s1	0%	2	8%	1%	2%	?	24%	-4%	0%	-2%	0%
CCCCc1ccc(C2C(C#N)=C(N)SC(N)=C2C#N)s1	12%	nt	nt	-1%	-5%	3%	14%	-1%	10%	-2%	?
O=C(Cc1c(O)c2ccccc2[nH]c1=O)NC1CCCCCC1	8%	-5	0%	-4%	6%	-2%	4%	-1%	23%	-6%	0%
CN(c1ccccc1)S(=O)(=O)c1ccc(C(=O)Nc2nnc(-c3ccc(F)cc3)o2)cc1	-1%	-7	-76%	6%	-9%	1µM*	1.6µM*	-8%	1%	6%	?
Cc1ccc(S(=O)(=O)NCCC(=O)Nc2cccc(Cl)c2)cc1	-2%	1	-16%	-4%	1%	38%	2%	0%	1%	-2%	2%

Assay outcomes (PubChem BioAssay)

An excerpt, so the mix of outcomes need not match the whole.
